Compound activity as filed in PubChem.
NSD2 inh – NSD2 (human) methyltransferase inhibition | O96028 | NSD2-SET H3K36me1 DELFIA fluorescence, biochemical | inhibition, % at 12.5 µM | hit rate 0.07% among 44,000; in the data active = inhibition above about 54%, passing the limit was not always enough;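 also: inhibitors reduce the monomethyl H3K36 fluorescence signal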
Target sequence (O96028 whole entry, looked up): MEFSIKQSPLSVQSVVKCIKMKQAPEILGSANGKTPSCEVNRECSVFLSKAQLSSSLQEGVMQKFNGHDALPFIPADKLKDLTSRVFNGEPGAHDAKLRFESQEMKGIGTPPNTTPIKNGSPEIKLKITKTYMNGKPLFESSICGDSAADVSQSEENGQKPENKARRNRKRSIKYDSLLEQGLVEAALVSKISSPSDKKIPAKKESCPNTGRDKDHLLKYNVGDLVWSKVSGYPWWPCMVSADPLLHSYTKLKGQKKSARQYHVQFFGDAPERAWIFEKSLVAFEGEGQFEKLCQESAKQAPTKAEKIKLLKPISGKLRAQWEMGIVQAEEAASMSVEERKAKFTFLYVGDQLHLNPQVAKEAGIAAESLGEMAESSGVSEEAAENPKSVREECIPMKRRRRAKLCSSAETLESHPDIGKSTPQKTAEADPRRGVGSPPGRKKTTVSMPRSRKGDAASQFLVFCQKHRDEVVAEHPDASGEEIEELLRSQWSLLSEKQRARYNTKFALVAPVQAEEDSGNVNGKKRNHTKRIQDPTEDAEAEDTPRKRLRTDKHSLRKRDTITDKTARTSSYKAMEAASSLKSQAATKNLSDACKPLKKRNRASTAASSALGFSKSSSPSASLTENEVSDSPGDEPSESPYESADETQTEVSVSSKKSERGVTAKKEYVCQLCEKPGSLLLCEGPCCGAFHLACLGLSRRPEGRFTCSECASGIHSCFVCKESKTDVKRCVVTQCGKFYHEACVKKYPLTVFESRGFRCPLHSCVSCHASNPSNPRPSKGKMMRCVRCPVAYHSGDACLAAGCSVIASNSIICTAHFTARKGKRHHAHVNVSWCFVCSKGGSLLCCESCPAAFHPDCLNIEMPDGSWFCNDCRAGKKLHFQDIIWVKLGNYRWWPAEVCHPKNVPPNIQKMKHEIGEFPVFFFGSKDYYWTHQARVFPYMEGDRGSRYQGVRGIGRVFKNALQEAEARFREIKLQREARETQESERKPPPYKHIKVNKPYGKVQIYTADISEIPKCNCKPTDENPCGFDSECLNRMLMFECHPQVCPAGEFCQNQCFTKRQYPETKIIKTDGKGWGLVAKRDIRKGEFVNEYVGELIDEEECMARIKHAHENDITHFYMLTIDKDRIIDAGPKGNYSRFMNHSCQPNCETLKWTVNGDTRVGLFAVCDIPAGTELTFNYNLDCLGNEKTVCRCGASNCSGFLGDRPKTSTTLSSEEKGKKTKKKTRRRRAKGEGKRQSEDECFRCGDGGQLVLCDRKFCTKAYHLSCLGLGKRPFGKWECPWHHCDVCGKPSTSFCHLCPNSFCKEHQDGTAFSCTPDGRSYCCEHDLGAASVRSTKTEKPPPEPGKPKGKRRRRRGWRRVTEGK
* marks the source's active call; other numbers are inactive results.

| NSD2 inh | smiles |
| --- | --- |
| 0 | C[C@@H]1CN([C@@H](C)CO)C(=O)Cc2cc(N(C)C)ccc2O[C@H]1CN(C)CC1CCCCC1 |
| -10 | C[C@@H]1CN([C@@H](C)CO)C(=O)c2ccccc2-c2ccccc2CO[C@@H]1CN(C)Cc1ccc(C(=O)O)cc1 |
| -12 | C[C@@H]1CCCCO[C@H](CN(C)S(=O)(=O)c2ccccc2)[C@@H](C)CN([C@H](C)CO)C(=O)c2cc(NC(=O)CCCCCC(=O)Nc3ccccc3N)ccc2O1 |
| 8 | O=C(N/N=C/c1ccc(B(O)O)cc1)c1ccccn1 |
| 0 | C[C@@H]1CN([C@H](C)CO)S(=O)(=O)c2ccc(-c3ccccc3)cc2O[C@H]1CN(C)S(=O)(=O)c1ccccc1F |
| -3 | O=C(CCCCCCC(=O)Nc1ccccc1O)N/N=C/c1ccc(O)c2ccccc12 |
| 1 | C[C@H](CO)N1C[C@H](C)[C@H](CN(C)Cc2ccccc2)Oc2ccc(N(C)C)cc2CC1=O |
| 0 | COc1ccc(NC(=O)Nc2ccc3c(c2)C(=O)N([C@@H](C)CO)C[C@@H](C)[C@@H](CN(C)C(=O)Nc2c(C)noc2C)O3)cc1 |
| 1 | C[C@@H]1CN([C@H](C)CO)C(=O)c2cccc(NC(=O)Nc3ccc(C(F)(F)F)cc3)c2O[C@H]1CN(C)Cc1ccc(-c2ccccc2)cc1 |
| 2 | C[C@@H]1CN([C@@H](C)CO)S(=O)(=O)c2ccc(-c3cncnc3)cc2O[C@@H]1CN(C)C(=O)C1CCCCC1 |
| 2 | COCCn1c(SCC(=O)N2CCOCC2)nc2c(c1=O)SC(C)C2 (centres undefined) |
| -4 | C[C@@H]1CN([C@H](C)CO)C(=O)c2cc(C#CC3CC3)cnc2O[C@@H]1CN(C)C |
| 6 | C[C@@H]1CN([C@H](C)CO)S(=O)(=O)c2ccc(-c3ccc(C#N)cc3)cc2O[C@H]1CN(C)C(=O)C1CC1 |
| 17 | O=C(O)CCCCCC(=O)N/N=C/c1ccc[nH]1 |
| 3 | C[C@H]1CN([C@@H](C)CO)S(=O)(=O)c2ccc(C#CCN(C)C)cc2O[C@H]1CN(C)Cc1ccccc1F |
| -2 | C[C@@H]1CCCCO[C@@H](CN(C)S(=O)(=O)c2cn(C)cn2)[C@H](C)CN([C@H](C)CO)C(=O)c2cc(NC(=O)Nc3ccc(C(F)(F)F)cc3)ccc2O1 |
| 3 | CC(C)C#Cc1ccc2c(c1)O[C@H](CN(C)Cc1cccnc1)[C@@H](C)CN([C@H](C)CO)S2(=O)=O |
| -2 | CN1CCN(C(=O)C2=C[C@@H](C3CC3)C[C@@H](OCc3ccc(CO)cc3)O2)CC1 |
| -2 | C[C@H](CO)N1C[C@H](C)[C@H](CN(C)Cc2ccc(C(=O)Nc3ccccc3N)cc2)Oc2ccc(NS(=O)(=O)c3ccc(F)cc3)cc2CC1=O |
| 0 | C[C@H]1CN([C@@H](C)CO)C(=O)c2cc(NC(=O)Nc3ccccc3)ccc2O[C@H]1CN(C)C(=O)Nc1ccc(F)cc1 |
| 1 | C[C@H]1CN([C@@H](C)CO)C(=O)CCCn2nncc2CO[C@@H]1CN(C)Cc1ccc(C(=O)O)cc1 |
| 1 | COc1ccc(S(=O)(=O)Nc2cccc3c2O[C@@H](CN(C)C(=O)NC2CCCCC2)[C@H](C)CN([C@@H](C)CO)C3=O)cc1 |
| 18 | Cc1noc(C)c1S(=O)(=O)Nc1ccc2c(c1)CC(=O)N([C@@H](C)CO)C[C@@H](C)[C@H](CN(C)Cc1ccc(C(=O)O)cc1)O2 |
| -2 | C[C@@H]1CN([C@H](C)CO)C(=O)c2cc(NS(=O)(=O)c3ccccc3)ccc2O[C@@H]1CN(C)S(=O)(=O)c1ccc(F)cc1 |
| -7 | Cc1ccc(-c2cnc3c(c2)C(=O)N([C@H](C)CO)C[C@H](C)[C@H](CN(C)S(C)(=O)=O)O3)cc1 |
| -4 | C[C@@H]1CCCCO[C@@H](CN(C)C(=O)Nc2ccc(F)cc2)[C@H](C)CN([C@@H](C)CO)C(=O)c2cc(NS(=O)(=O)c3ccc(Cl)cc3)ccc2O1 |
| -3 | CCCNC(=O)N(C)C[C@@H]1Oc2cc(-c3ccccc3)ccc2S(=O)(=O)N([C@@H](C)CO)C[C@@H]1C |
| 0 | CCCN(C)C[C@@H]1Oc2cc(C#CCOC)ccc2S(=O)(=O)N([C@@H](C)CO)C[C@@H]1C |
| -1 | Cc1ccc(S(=O)(=O)Nc2ccc3c(c2)C(=O)N([C@@H](C)CO)C[C@@H](C)[C@H](CN(C)S(=O)(=O)c2ccccc2)OCCCC[C@@H](C)O3)cc1 |
| 6 | C/C=C/c1ccc2c(c1)O[C@H](CN(C)C(=O)c1ccc(F)cc1)[C@@H](C)CN([C@H](C)CO)S2(=O)=O |
| 7 | C[C@@H]1CN([C@H](C)CO)C(=O)c2cc(NC(=O)Cc3ccccc3)ccc2O[C@H]1CN(C)C(=O)NC1CCCCC1 |
| -1 | COc1ccc(NC(=O)N(C)C[C@@H]2Oc3c(NS(=O)(=O)c4cccs4)cccc3C(=O)N([C@H](C)CO)C[C@@H]2C)cc1 |
| -6 | COc1ccc(S(=O)(=O)N(C)C[C@@H]2Oc3ccc(NC(=O)Nc4ccc5c(c4)OCO5)cc3CC(=O)N([C@H](C)CO)C[C@H]2C)cc1 |
| -1 | O=C1CC2(CCCC2)CC(=O)N1CCCCNCC1COc2ccccc2O1 (centres undefined) |
| -9 | CC(C)CC1CC(=O)NC(N)=N1 (centres undefined) |
| 12 | CC(C)C#Cc1cnc2c(c1)C(=O)N([C@H](C)CO)C[C@@H](C)[C@@H](CN(C)C(=O)Nc1ccccc1F)O2 |
| -1 | COc1ccc(NC(=O)Nc2ccc3c(c2)C(=O)N([C@@H](C)CO)C[C@H](C)[C@H](CN(C)CC2CCCCC2)O3)cc1 |
| 8 | CCCNC(=O)C[C@@H]1C[C@@H]2c3cc(NC(=O)Cc4ccncc4)ccc3O[C@@H]2[C@@H](CO)O1 |
| -6 | Cc1ccc(S(=O)(=O)Nc2ccc3c(c2)C(=O)N([C@@H](C)CO)C[C@@H](C)[C@@H](CN(C)C(=O)NC2CCCCC2)OCCCC[C@@H](C)O3)cc1 |
| 2 | COc1ccc(S(=O)(=O)Nc2cccc3c2O[C@@H](CN(C)S(=O)(=O)c2cn(C)cn2)[C@@H](C)CN([C@H](C)CO)C3=O)cc1 |
| -2 | C[C@H](CO)N1C[C@H](C)[C@H](CN(C)S(=O)(=O)c2ccc(F)cc2)OCc2ccccc2-c2ccccc2C1=O |
| -7 | C[C@@H]1CN([C@@H](C)CO)S(=O)(=O)c2ccc(C#CC3(O)CCCC3)cc2O[C@@H]1CN(C)C(=O)c1ccccc1 |
| -1 | COc1ccc(CN(C)C[C@H]2OCCCC[C@H](C)Oc3ccc(NS(=O)(=O)c4c(C)noc4C)cc3C(=O)N([C@@H](C)CO)C[C@@H]2C)cc1 |
| -4 | Cc1ccc(S(=O)(=O)Nc2ccc3c(c2)CC(=O)N([C@H](C)CO)C[C@H](C)[C@H](CN(C)Cc2ccc(C(=O)Nc4ccccc4N)cc2)O3)cc1 |
| -8 | O=C(O)CCCCCC(=O)N/N=C/c1ccncc1Br |
| -5 | C[C@@H]1CN([C@H](C)CO)C(=O)Cc2cc(NC(=O)Nc3cccc4ccccc34)ccc2O[C@H]1CN(C)CC1CCCCC1 |
| 25 | CC(C)CC#Cc1ccc2c(c1)O[C@@H](CN(C)Cc1cccnc1)[C@H](C)CN([C@H](C)CO)S2(=O)=O |
| 2 | C[C@H]1CN([C@@H](C)CO)S(=O)(=O)c2ccc(-c3ccccc3)cc2O[C@@H]1CN(C)C |
| 3 | Cc1ccc(S(=O)(=O)N(C)C[C@H]2Oc3c(NC(=O)C4CCCCC4)cccc3C(=O)N([C@@H](C)CO)C[C@@H]2C)cc1 |
| -5 | CC(/C=C/C(=O)NO)=C\c1cccc(OCc2ccc(COc3ccc4ccncc4c3)cc2)c1 |

The list goes on:
| NSD2 inh | smiles |
| --- | --- |
| 12 | C[C@@H]1CN([C@@H](C)CO)S(=O)(=O)c2ccc(C#Cc3ccccc3F)cc2O[C@H]1CN(C)CC1CC1 |
| 0 | C/C=C/c1cnc2c(c1)C(=O)N([C@H](C)CO)C[C@@H](C)[C@@H](CN(C)S(=O)(=O)c1ccccc1)O2 |
| 0 | C[C@H](O)C#Cc1ccc2c(c1)O[C@@H](CN(C)C(=O)Cc1ccccn1)[C@H](C)CN([C@H](C)CO)S2(=O)=O |
| 3 | C=C(CO)[C@]1(O)C[C@@]2(C)C(=CC1=O)C=C[C@@H](O)[C@@H]2C |
| 5 | C[C@@H]1CN([C@H](C)CO)C(=O)c2cc(NC(=O)CCC(F)(F)F)ccc2O[C@@H]1CN(C)C(=O)Nc1ccc2c(c1)OCO2 |
| -1 | C[C@@H]1CCCCO[C@H](CN(C)S(=O)(=O)c2ccc(Cl)cc2)[C@H](C)CN([C@@H](C)CO)C(=O)c2cc(NC(=O)CCC(F)(F)F)ccc2O1 |
| -3 | C[C@@H]1CCCCO[C@H](CN(C)C(=O)Cc2ccccc2)[C@@H](C)CN([C@@H](C)CO)C(=O)c2cc(NS(=O)(=O)c3ccc(F)cc3)ccc2O1 |
| 10 | COCC#Cc1cnc2c(c1)C(=O)N([C@H](C)CO)C[C@@H](C)[C@@H](CN(C)C(=O)CN1CCOCC1)O2 |
| -5 | C[C@H](CO)N1C[C@H](C)[C@@H](CN(C)Cc2ccc(Cl)c(Cl)c2)Oc2ccc(NC(=O)Cn3cnnn3)cc2CC1=O |
| 14 | C/C=C/c1cnc2c(c1)C(=O)N([C@@H](C)CO)C[C@@H](C)[C@@H](CN(C)S(=O)(=O)c1ccccc1F)O2 |
| 8 | C[C@@H]1CN([C@@H](C)CO)C(=O)c2cc(NS(=O)(=O)c3cn(C)cn3)ccc2O[C@@H](C)CCCCO[C@@H]1CN(C)C(=O)NC1CCCCC1 |
| -2 | COc1ccc(S(=O)(=O)N(C)C[C@@H]2Oc3ccc(NC(=O)C4CC4)cc3C(=O)N([C@@H](C)CO)C[C@@H]2C)cc1 |
| 5 | CC(=O)NCCCN(CCCCN(CCCNC(=O)/C=C/c1ccc(O)cc1)C(C)=O)C(=O)/C=C/c1ccc(O)cc1 |
| 0 | COCC(=O)Nc1ccc2c(c1)[C@H]1C[C@@H](CC(=O)N3CCN(C)CC3)O[C@H](CO)[C@H]1O2 |
| 0 | COc1ccccc1C#Cc1cnc2c(c1)C(=O)N([C@@H](C)CO)C[C@H](C)[C@H](CN(C)S(=O)(=O)c1cn(C)cn1)O2 |
| -3 | C[C@@H](O)C#Cc1cnc2c(c1)C(=O)N([C@@H](C)CO)C[C@H](C)[C@H](CN(C)C(=O)c1ccncc1)O2 |
| -4 | COc1ccc(CNC(=O)CCn2c(=O)c3sccc3n(Cc3cc(C)ccc3C)c2=O)cc1 |
| 2 | COc1ccc(CN(C)C[C@@H]2Oc3ccc(NS(=O)(=O)c4ccc(C)cc4)cc3C(=O)N([C@H](C)CO)C[C@@H]2C)cc1 |
| -1 | Cc1ccccc1-c1cnc2c(c1)C(=O)N([C@@H](C)CO)C[C@@H](C)[C@H](CN(C)C(=O)CN(C)C)O2 |
| 0 | C[C@H]1CN([C@@H](C)CO)C(=O)CCCn2cc(nn2)CO[C@H]1CN(C)S(=O)(=O)c1ccc(Oc2ccccc2)cc1 |
| 1 | C[C@H](CO)N1C[C@H](C)[C@@H](CN(C)C(=O)Nc2cccc3ccccc23)OCCCC[C@H](C)Oc2ccc(NS(=O)(=O)c3cn(C)cn3)cc2C1=O |
| 4 | Cc1cccc(CN(C)C[C@H]2OCc3cnnn3CCCC(=O)N([C@@H](C)CO)C[C@H]2C)c1 |
| 0 | CNC[C@H]1Oc2ccc(NC(=O)Cc3ccccc3)cc2C(=O)N([C@H](C)CO)C[C@H]1C |
| 11 | C[C@@H]1CCCCO[C@@H](CN(C)CC2CCCCC2)[C@H](C)CN([C@@H](C)CO)C(=O)c2cc(NC(=O)Nc3cccc4ccccc34)ccc2O1 |
| 5 | C[C@@H]1CN([C@@H](C)CO)S(=O)(=O)c2ccc(-c3cccnc3)cc2O[C@@H]1CN(C)C(=O)c1cccc(F)c1 |
| 4 | COc1ccc(CN(C)C[C@@H]2OCCCC[C@H](C)Oc3ccc(NC(=O)NC(C)C)cc3C(=O)N([C@H](C)CO)C[C@H]2C)cc1 |
| 2 | O=C(N=NC=C1C=CN(O)C=C1)c1ccccn1 |
| -1 | C[C@@H]1CN([C@H](C)CO)C(=O)c2cccc(NC(=O)C3CC3)c2O[C@@H]1CN(C)C(=O)NC1CCCCC1 |
| 0 | C[C@@H]1CN([C@@H](C)CO)C(=O)c2cc(NC(=O)c3ccccc3)ccc2O[C@@H](C)CCCCO[C@H]1CN(C)C(=O)Nc1cccc2ccccc12 |

For convenience, part of the list above:
| NSD2 inh | smiles |
| --- | --- |
| -1 | Cc1ccccc1-c1cnc2c(c1)C(=O)N([C@@H](C)CO)C[C@@H](C)[C@H](CN(C)C(=O)CN(C)C)O2 |
| 0 | C[C@H]1CN([C@@H](C)CO)C(=O)CCCn2cc(nn2)CO[C@H]1CN(C)S(=O)(=O)c1ccc(Oc2ccccc2)cc1 |
| 1 | C[C@H](CO)N1C[C@H](C)[C@@H](CN(C)C(=O)Nc2cccc3ccccc23)OCCCC[C@H](C)Oc2ccc(NS(=O)(=O)c3cn(C)cn3)cc2C1=O |
| 4 | Cc1cccc(CN(C)C[C@H]2OCc3cnnn3CCCC(=O)N([C@@H](C)CO)C[C@H]2C)c1 |
| 0 | CNC[C@H]1Oc2ccc(NC(=O)Cc3ccccc3)cc2C(=O)N([C@H](C)CO)C[C@H]1C |
| 11 | C[C@@H]1CCCCO[C@@H](CN(C)CC2CCCCC2)[C@H](C)CN([C@@H](C)CO)C(=O)c2cc(NC(=O)Nc3cccc4ccccc34)ccc2O1 |
| 5 | C[C@@H]1CN([C@@H](C)CO)S(=O)(=O)c2ccc(-c3cccnc3)cc2O[C@@H]1CN(C)C(=O)c1cccc(F)c1 |
| 4 | COc1ccc(CN(C)C[C@@H]2OCCCC[C@H](C)Oc3ccc(NC(=O)NC(C)C)cc3C(=O)N([C@H](C)CO)C[C@H]2C)cc1 |
| 2 | O=C(N=NC=C1C=CN(O)C=C1)c1ccccn1 |
| -1 | C[C@@H]1CN([C@H](C)CO)C(=O)c2cccc(NC(=O)C3CC3)c2O[C@@H]1CN(C)C(=O)NC1CCCCC1 |
| 0 | C[C@@H]1CN([C@@H](C)CO)C(=O)c2cc(NC(=O)c3ccccc3)ccc2O[C@@H](C)CCCCO[C@H]1CN(C)C(=O)Nc1cccc2ccccc12 |

These rows are one share of the data, so the mix of outcomes need not match the whole.
